High-throughput results as filed in PubChem.
Rpn11 block = Rpn11 (PSMD14) deubiquitinase inhibitors, primary screen, biochemical, fluorescence polarization, uHTS; 26S proteasome non-ATPase regulatory subunit 14 (Homo sapiens), O00487; human 26S proteasome, Ub4-pepOG fluorescence polarization; 20S core pre-blocked with epoxomicin; calls only at 20 µM; hit rate 0.59% among 360,000; AID 588493, 2011;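 active = inhibition at 20 µM, scaled to each plate's controls, above about 33%, limit read from the data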
CSN deneddyl inh = inhibitors of CSN-mediated cullin deneddylation, primary screen, biochemical, fluorescence polarization, uHTS. COP9 signalosome complex subunit 5 (Homo sapiens), Q92905. Purified CSN, SCF-Nedd8-OG deneddylation. inhibition, % at 12.5 µM. hit rate 0.38% among 360,000. AID 651999, 2013;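 active = pattern-corrected inhibition above about 35%, with an unprinted fluorescence ratio check between 0.5 and 1.5, limit read from the data, passing the limit was not always enough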;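 also: 0% = enzyme with substrate and 100% = substrate without enzyme; some results filed as inactive read as strong as hits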
Target sequence (Q92905 whole entry, looked up, one chain of several): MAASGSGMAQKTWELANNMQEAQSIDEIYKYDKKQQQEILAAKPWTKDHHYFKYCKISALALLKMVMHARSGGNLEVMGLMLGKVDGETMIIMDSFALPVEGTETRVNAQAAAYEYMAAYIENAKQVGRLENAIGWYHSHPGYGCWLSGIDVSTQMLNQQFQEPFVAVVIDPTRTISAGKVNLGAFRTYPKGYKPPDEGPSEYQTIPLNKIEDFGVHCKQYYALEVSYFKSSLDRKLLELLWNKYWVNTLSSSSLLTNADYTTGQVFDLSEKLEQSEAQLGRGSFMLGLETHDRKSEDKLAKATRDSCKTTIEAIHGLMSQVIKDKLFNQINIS
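assay system = purified human Csn5 enzyme expressed in HEK293T cells | amount = 0.24 nM enzyme | buffer or medium = Tris/NaCl/DTT buffer, pH 7.5 | reagent = 10 nM SCFSkp2-Nedd8OG | compound = one concentration, 12.5 µM, 0.25% DMSO | times = 90 min reaction at room temperature | signal = FP | read-out basis = % inhibition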
DNMT1 inh = human DNMT1 methyltransferase inhibitors, primary screen, biochemical, molecular beacon, fluorescence, HinP1I cleavage, uHTS | inhibition (reported as % activation of signal), % at 10 µM | hit rate 0.83% among 360,000 | DNA (cytosine-5)-methyltransferase 1 (Homo sapiens), P26358 | AID 588458, 2011; in the data active = inhibition above about 50%
SUMO1-SIM PPI = modulators of SUMO1 protein-protein interactions, primary screen, biochemical, uHTS; Small ubiquitin-related modifier 1 (Homo sapiens), P63165; SUMO1 binding to a labelled peptide, TR-FRET, 1 h; inhibition, % at 20 µM; hit rate 0.33% among 360,000; AID 602429, 2012; in the data active = inhibition above about 37%
Target sequence (P63165 whole entry, looked up): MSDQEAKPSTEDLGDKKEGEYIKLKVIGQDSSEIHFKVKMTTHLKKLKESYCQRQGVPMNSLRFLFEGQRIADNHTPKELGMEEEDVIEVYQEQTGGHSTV
LMPTP inh = LMPTP phosphatase inhibitors, primary screen, biochemical, fluorescence intensity, uHTS. hit rate 0.22% among 360,000. recombinant LMPTP-A, OMFP fluorogenic substrate. inhibition, % at 20 µM. Low molecular weight phosphotyrosine protein phosphatase (Homo sapiens), P24666;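 active = compounds that cut the enzyme signal by at least half of the control window in the single-dose screen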;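 also: plate controls were DMSO wells with enzyme plus substrate for no effect and substrate without enzyme for full effect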
Target sequence (P24666 whole entry, looked up): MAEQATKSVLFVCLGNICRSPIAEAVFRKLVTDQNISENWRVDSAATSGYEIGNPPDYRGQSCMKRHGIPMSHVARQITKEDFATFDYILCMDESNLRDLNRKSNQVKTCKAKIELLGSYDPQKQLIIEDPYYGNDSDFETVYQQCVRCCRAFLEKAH
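Test system – LMPTP-A enzyme · Amount – LMPTP-A at 0.625 nM final in the reaction · Buffer or medium – Bis-Tris pH 6.0, DTT, detergent · Reagent – OMFP 400 µM · Doses – single 20 µM dose · Schedule – reaction 50 min, room temperature, dark · Detection – fluorescence intensity of OMFP turnover product · Evaluation – percent inhibition versus substrate-only and uninhibited controls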
MsrA inh = bovine MsrA enzyme inhibitors, primary screen, biochemical, absorbance, HTS; purified bovine MsrA, absorbance read-out; inhibition, % at 15.5 µM; hit rate 0.75% among 360,000; in the data active = inhibition above about 4.5%;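 also: 0% = vehicle wells with enzyme and 100% = reference inhibitor wells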
NadD block = inhibitors of S. aureus NadD, primary screen, biochemical, colorimetric, uHTS; inhibition, % at 20 µM; Nicotinate-nucleotide adenylyltransferase NadD (Staphylococcus aureus N315); hit rate 0.78% among 360,000; purified NadD enzyme, colorimetric absorbance read-out; in the data active = inhibition above about 26%; also: some compounds past the cut are filed as inactive
Scp-1 inhibitor = Scp-1 phosphatase inhibitors, primary screen, biochemical, colorimetric, uHTS | Carboxy-terminal domain RNA polymerase II polypeptide A small phosphatase 1 (Homo … | Recombinant Scp1, phosphopeptide, malachite green phosphate absorbance | inhibition, % at 20 µM | hit rate 0.88% among 340,000 | AID 493091, 2011;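 active = inhibition above about 50% at 20 µM, limit read from the data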;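 also: plate controls were DMSO wells with enzyme for no effect and wells lacking enzyme for full effect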
Target sequence (Q9GZU7 76-261 limits assumed): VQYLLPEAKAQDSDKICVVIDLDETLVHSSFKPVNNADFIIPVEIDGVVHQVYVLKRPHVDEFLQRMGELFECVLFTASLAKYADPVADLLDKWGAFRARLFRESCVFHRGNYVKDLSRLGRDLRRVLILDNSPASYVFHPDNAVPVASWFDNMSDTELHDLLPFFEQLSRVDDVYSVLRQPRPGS
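Test system: SCP-1 catalytic domain; Buffer or medium: Acidic Tris acetate buffer with magnesium and detergent; Also added: Phosphorylated 17-residue peptide substrate; Compound: single 20 µM dose, 1% DMSO; Schedule: enzyme reaction 45 min at room temperature, colour 5 min, stabilisation 30 min; Signal: Phosphate-binding colour reagent, absorbance read at 630 nm.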
Tb MetRS inh = T. brucei MetRS inhibitors, primary screen, biochemical, luminescence; hit rate 0.4% among 360,000; inhibition, % at 11.9 µM; purified T. brucei MetRS, ATP depletion, Kinase-Glo luminescence;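 active = inhibition above a per-plate cutoff of the control wells' mean inhibition plus 3 SD, cut at about 5.5% in these data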;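 also: 0% = DMSO wells median and 100% = median of wells with control inhibitor compound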
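Measured by: Kinase-Glo luciferase luminescence reporting remaining unconsumed ATP. Material: purified T. brucei MetRS enzyme. Doses: 11.9 µM compound single dose, 0.9% DMSO. Medium: HEPES buffer containing pyrophosphatase, BSA, spermine, DTT. Times: 15 min preincubation, 2 h reaction, all 25 °C. Reagent: methionine, ATP and bulk E. coli tRNA.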
STEP block = STEP phosphatase inhibitors, primary screen, biochemical, fluorescence intensity, uHTS. Tyrosine-protein phosphatase non-receptor type 5 (Homo sapiens), P54829. recombinant STEP, OMFP fluorogenic substrate. inhibition, % at 20 µM. hit rate 0.25% among 360,000. AID 588621, 2011;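 active = inhibition at 20 µM, scaled per plate between control wells, above about 37%, limit read from the data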;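 also: 0% = DMSO with enzyme and substrate and 100% = substrate only without enzyme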
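Assay system: isolated STEP enzyme / Timing: 20 min at room temperature, dark / Doses: 20 µM, 1% DMSO / Technique: fluorescence intensity, excitation 480 nm, emission 540 nm / Reagent: fluorogenic phosphatase substrate OMFP at 25 µM final / Measure: percent inhibition scaled to no-enzyme and uninhibited-enzyme controls, plate-pattern corrected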
* hit, by the source's call; i = inactive; . = not tested or not shown.

SMILES	Rpn11 block	CSN deneddyl inh	DNMT1 inh	SUMO1-SIM PPI	LMPTP inh	MsrA inh	NadD block	Scp-1 inhibitor	Tb MetRS inh	STEP block
CNC(=O)C1CC(=O)N(CCc2ccccc2)C(=Nc2ccc(OC)cc2)S1 (configuration not stated)	i	-8	-2	4	2.1	1.5	-6	3	-1.0	2
Cc1cc(OCc2nc(-c3ccc(NC(=O)c4cccnc4)cc3)no2)ccc1Cl	i	3	-2	0	1.3	-0.1	-4	6	1.1	-9
COc1ccc(CCN2C(=O)COc3ccccc3C2C(=O)NCc2ccccc2)cc1OC (configuration not stated)	.	-4	.	-3	-1.5	-0.1	-4	.	-0.5	.
Clc1cc(Cl)c2nc(N3CCCC3)sc2c1	i	41*	-4	1	1.0	-0.7	-7	-12	-0.4	4
CCN1CCN(S(=O)(=O)c2ccc(Oc3ccccc3OC)cc2)CC1	i	-7	0	-1	0.6	0.1	-6	-4	-0.5	-1
CCNS(=O)(=O)c1ccc(NC(=O)Nc2cccc(OC)c2)cc1	i	-5	-4	1	-1.2	-0.2	-8	-8	0.3	3
COc1cccc([C@@H]2CC=C(C(=O)O)[C@H](c3ccccc3)N2S(=O)(=O)c2ccc(C)cc2)c1	i	103	-1	-1	-0.4	-0.3	0	-3	-0.1	0
COc1cccc(NC(=O)NCc2ccccc2Cl)c1	i	4	2	4	0.4	-0.1	-10	-17	-0.4	-1
CCOc1ccc(NC(=O)C2=NN(c3ccccc3)C(=O)CC2)cc1S(=O)(=O)N1CCCCC1	i	-4	-11	2	2.0	1.3	2	-1	0.1	0
O=C(Nc1ccc(O)cc1)c1cc2n(n1)C(C(F)(F)F)CC(c1ccco1)N2 (configuration not stated)	i	5	-6	13	-0.3	0.2	2	-3	0.3	-4
Cc1ccccc1CNc1ccc(C(CC(N)=O)NC(=O)c2ccc(Br)cc2)cc1[N+](=O)[O-] (configuration not stated)	i	1	61*	-14	-0.2	1.4	0	-10	-0.4	-1
CC(CCN1CCN(c2ccc(F)cc2)CC1)c1ccccc1 (configuration not stated)	i	0	2	0	-1.7	1.2	-6	-7	-0.2	-2
O=C(NC(=S)N1CCCCC1)c1csc([N+](=O)[O-])c1	i	2	-6	-40	0.3	0.8	-3	-7	-0.6	0
COC(=O)Cc1c(C)c2ccc(OC(=O)c3ccco3)cc2oc1=O	i	0	5	-2	-1.4	1.8	0	-3	0.1	3
Cc1nccc(-c2ccc(-n3c(C)ccc3C)cc2)n1	i	5	-9	0	0.2	1.1	4	-4	-0.5	1
O=C(CCCOc1ccc(Cl)cc1Cl)Nc1ccncc1	i	13	7	0	2.7	0.8	3	5	4.3	0
Cc1ccc(C(=O)Nc2sc3c(c2C#N)CCCCC3)cc1C	i	9	-3	5	0.0	0.1	-2	-6	0.5	2
O=C(NCCC1=CCCCC1)c1ccc(Br)o1	i	1	1	2	-0.9	-0.7	2	-5	-0.1	3
CCCCSc1nc2c([nH]1)c(=O)n(C)c(=S)n2C	i	-3	-1	-9	-1.4	-0.9	-2	-10	-0.3	-2
Cc1cc(C)nc(N2CCCC(C(=O)NC3CCCC3)C2)n1 (configuration not stated)	i	-5	6	0	-2.4	-0.8	-3	-2	-0.8	-2

Single entries from the results shown.
O=C(CCCOc1ccc(Cl)cc1Cl)Nc1ccncc1 in LMPTP inh is listed with 2.7
CNC(=O)C1CC(=O)N(CCc2ccccc2)C(=Nc2ccc(OC)cc2)S1 (configuration not stated) in Tb MetRS inh is listed with -1.0
CCNS(=O)(=O)c1ccc(NC(=O)Nc2cccc(OC)c2)cc1 in NadD block is listed with -8
Cc1cc(OCc2nc(-c3ccc(NC(=O)c4cccnc4)cc3)no2)ccc1Cl in STEP block is listed with -9
O=C(Nc1ccc(O)cc1)c1cc2n(n1)C(C(F)(F)F)CC(c1ccco1)N2 (configuration not stated) in MsrA inh is listed with 0.2
COc1ccc(CCN2C(=O)COc3ccccc3C2C(=O)NCc2ccccc2)cc1OC (configuration not stated) in MsrA inh is listed with -0.1
COC(=O)Cc1c(C)c2ccc(OC(=O)c3ccco3)cc2oc1=O in Scp-1 inhibitor is listed with -3

Compound profiles, as listed above. Values in the order: Rpn11 block	CSN deneddyl inh	DNMT1 inh	SUMO1-SIM PPI	LMPTP inh	MsrA inh	NadD block	Scp-1 inhibitor	Tb MetRS inh	STEP block
CCOc1ccc(NC(=O)C2=NN(c3ccccc3)C(=O)CC2)cc1S(=O)(=O)N1CCCCC1 in the list: i	-4	-11	2	2.0	1.3	2	-1	0.1	0
COc1cccc(NC(=O)NCc2ccccc2Cl)c1 in the list: i	4	2	4	0.4	-0.1	-10	-17	-0.4	-1
COc1cccc([C@@H]2CC=C(C(=O)O)[C@H](c3ccccc3)N2S(=O)(=O)c2ccc(C)cc2)c1 in the list: i	103	-1	-1	-0.4	-0.3	0	-3	-0.1	0

Going on with the list.
SMILES	Rpn11 block	CSN deneddyl inh	DNMT1 inh	SUMO1-SIM PPI	LMPTP inh	MsrA inh	NadD block	Scp-1 inhibitor	Tb MetRS inh	STEP block
COc1ccc(/C=C2\SC(N)=NC2=O)cc1Br	i	9	-7	-14	3.0	4.7*	2	4	-0.3	1
CCOC(=O)c1c(C)[nH]c(NC(=O)N2CCOCC2)c1C	i	0	0	-2	-1.2	-1.6	10	-3	-0.8	0
Cc1ccc2nc(C(Cl)(Cl)Cl)nc(N/N=C/c3ccncc3)c2c1	i	-5	14	1	0.2	1.3	-1	4	-0.5	-1
c1ccc(SCc2nc3ccccc3[nH]2)nc1	i	-3	8	0	0.4	-0.4	-2	1	2.5	-2
COC(=O)CNC(=O)C1Cc2ccccc2CN1S(=O)(=O)c1cccs1 (configuration not stated)	i	2	-4	-2	-2.3	-1.1	-4	-9	-0.3	-2
Cc1cccc2[nH]c(CCNC(=O)C3CCC(=O)N(CCc4cccc(F)c4)C3)nc12 (configuration not stated)	i	2	-1	3	3.6	-0.1	1	-1	0.0	-1
COCCNC(=O)COc1cc(=O)n(C)c2ccccc12	i	2	15	0	-0.4	-0.1	-1	-9	-0.2	-2
NS(=O)(=O)c1ccc(CCNC(=O)CCCn2c(SCC(=O)N3CCCC3)nc3ccsc3c2=O)cc1	i	2	0	-3	-0.6	-0.4	-3	18	-0.2	-2
Cc1ccc(S(=O)(=O)N/N=C(\c2ccccc2)c2cccnc2)cc1	i	-6	2	-3	-2.3	1.8	7	-6	0.5	1
C=CCCC(=O)N1C[C@H]2CON(C)[C@H]2C[C@H]1c1ccc(-n2ccnc2)cc1	i	-8	0	0	-0.7	0.7	-3	.	-0.9	0
O=C(Nc1ccccc1)C1=C[C@H](C2CCCCC2)C[C@H](OCc2ccc(CO)cc2)O1	i	-1	-13	8	6.0	0.0	-4	-10	-0.2	0
CCCC(=O)NCCSC	i	2	5	-3	-0.8	0.2	-1	-3	-0.4	2
COc1cccc(CNC(=O)CCCNS(=O)(=O)c2cccs2)c1	i	1	-2	-1	-1.5	-0.3	-2	-4	-0.6	2
O=C(COC(=O)/C=C/c1ccc(Br)o1)Nc1cccc(S(=O)(=O)N2CCOCC2)c1	i	8	28	-8	15	1.9	2	56*	0.1	2
Cc1ccc2nc(NCCc3ccc(Cl)cc3)c3nncn3c2c1	i	-1	1	-16	0.5	0.0	-12	8	-1.7	1
Cc1ccccc1NC(=O)c1c(Cl)nc(C)c(Cl)c1C	i	-2	6	2	-1.4	-0.5	-4	-6	0.6	-2
O=C(NCCc1ccccc1)/C(=C\c1cccc([N+](=O)[O-])c1)NC(=O)c1ccco1	i	-1	-2	-17	-0.4	1.6	1	-7	0.3	-3
CCC(NC(=O)CNC(=O)c1ccc2c(c1)OCO2)c1ccc(Br)cc1 (configuration not stated)	i	0	-1	7	0.1	-0.7	0	-2	2.1	0
Cc1cccc(C)c1OCCCN1CCOCC1	i	-3	4	-2	-1.5	.	-7	-6	-0.7	-2
C=CCNC(=O)c1ccc(-c2nc(-c3ccc(Cl)c(Cl)c3)cs2)cc1	i	8	21	0	3.1	1.1	-1	-11	-0.1	-2
CCCSc1cc(=O)n(-c2ccccc2)nc1C(=O)OCC	i	-2	3	-16	-0.8	3.1	-5	-6	-0.5	1
O=C(COC(=O)CCc1nc2ccccc2s1)Nc1cccc(S(=O)(=O)N2CCOCC2)c1	i	-3	-1	1	-1.8	-0.3	6	-9	0.1	2
Cn1ccsc1=NC(=O)c1ccccc1F	i	6	-1	0	-1.8	2.0	-1	-1	0.2	-1
CC(C)COc1ccc(C(=O)NC(Cc2c[nH]c3ccccc23)C(=O)NN)cc1 (configuration not stated)	i	1	-5	-1	-1.4	-0.3	18	-3	-0.6	0

Only DNMT1 inh, MsrA inh and NadD block (two entries from above):
molecule | DNMT1 inh | MsrA inh | NadD block
Cn1ccsc1=NC(=O)c1ccccc1F | -1 | 2.0 | -1
CC(C)COc1ccc(C(=O)NC(Cc2c[nH]c3ccccc23)C(=O)NN)cc1 (configuration not stated) | -5 | -0.3 | 18
